Screens as filed in PubChem BioAssay.
PRC2 inh: inhibitors of human EZH2/PRC2 methyltransferase | Q15910 | PRC2 H3K27 methylation, DELFIA TRF, 1 h | inhibition, % at 12.5 µM | actives 0.35% (n = 57,000) | AID 651548;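 active means mean inhibition of replicates at least 50% and every single replicate also reaching 50%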;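 further: dimethyl H3K27 on biotinylated H3 21-44 peptide detected by antibody; plate controls were median neutral control wells for no effect and median positive control wells for full effect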
Target sequence (Q15910 whole entry, looked up): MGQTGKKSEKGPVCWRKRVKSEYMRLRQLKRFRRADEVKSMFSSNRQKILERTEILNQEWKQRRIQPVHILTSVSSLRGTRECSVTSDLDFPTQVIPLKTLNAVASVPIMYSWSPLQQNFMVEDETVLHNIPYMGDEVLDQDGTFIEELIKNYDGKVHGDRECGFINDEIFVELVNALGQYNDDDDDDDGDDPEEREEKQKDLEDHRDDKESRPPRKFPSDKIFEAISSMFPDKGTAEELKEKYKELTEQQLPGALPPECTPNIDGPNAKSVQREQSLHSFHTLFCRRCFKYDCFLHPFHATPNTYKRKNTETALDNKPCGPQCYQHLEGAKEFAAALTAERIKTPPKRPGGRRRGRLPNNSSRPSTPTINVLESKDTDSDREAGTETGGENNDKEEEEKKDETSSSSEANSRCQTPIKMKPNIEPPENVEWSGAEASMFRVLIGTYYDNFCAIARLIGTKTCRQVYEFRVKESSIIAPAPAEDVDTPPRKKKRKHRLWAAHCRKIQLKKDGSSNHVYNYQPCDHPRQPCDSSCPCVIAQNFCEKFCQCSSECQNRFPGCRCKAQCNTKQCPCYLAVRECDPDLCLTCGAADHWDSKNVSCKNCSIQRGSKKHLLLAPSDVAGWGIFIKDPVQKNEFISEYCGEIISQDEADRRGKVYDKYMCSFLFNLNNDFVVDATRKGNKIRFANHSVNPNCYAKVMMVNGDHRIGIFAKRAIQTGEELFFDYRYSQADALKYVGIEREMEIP
IDH1 R132H inh: inhibitors of human IDH1 R132H; IDH1 R132H reductase, diaphorase/resazurin fluorescence, 60 min; inhibition, % at 10 µM; actives 0.18% (n = 70,000); O75874; in the data active means inhibition above about 34%;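 further: 0% = DMSO and 100% = no enzyme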
The depositor's hits bear a star. Only part of the results is shown; the hit share may differ from the screen's.

Preview (10 entries):
Screening C[C@H](CO)N1C[C@H](C)[C@H](CN(C)C(=O)Nc2ccc(C(F)(F)F)cc2)Oc2ccc(NC(=O)NC3CCCCC3)cc2CC1=O returned IDH1 R132H inh -0.1.
Screening C[C@@H]1CN([C@@H](C)CO)C(=O)c2cccc(NS(=O)(=O)c3ccc(F)cc3)c2O[C@H]1CN(C)C(=O)NC1CCCCC1 returned PRC2 inh 13 and IDH1 R132H inh -0.8.
Screening Cc1cc([N+](=O)[O-])ccc1NC(=O)CSc1nnnn1-c1ccccc1 returned PRC2 inh -28 and IDH1 R132H inh -0.2.
For CC(C)CC#Cc1ccc2c(c1)O[C@H](CN(C)C(=O)C1CC1)[C@@H](C)CN([C@H](C)CO)S2(=O)=O the results were PRC2 inh 2.
`COc1ccc(S(=O)(=O)N(C)CC(=O)Nc2c(F)cccc2F)cc1` gave PRC2 inh 2 and IDH1 R132H inh 0.0.
`C=C/C=C/[C@@H]1C(=C)CN2[C@H]1[C@H](Cc1ccccc1)OC(=O)C21CCCC1` gave PRC2 inh -4.
`CC(C)NC(=O)Nc1ccc2c(c1)C(=O)N([C@H](C)CO)C[C@@H](C)[C@@H](CN(C)Cc1ccc(Oc3ccccc3)cc1)O2` gave IDH1 R132H inh 0.0.
COc1ccc(S(=O)(=O)N(C)C[C@@H]2Oc3ccc(NS(=O)(=O)c4ccc(Cl)cc4)cc3C(=O)N([C@@H](C)CO)C[C@@H]2C)cc1 was read as IDH1 R132H inh 1.3.
`COc1ccc(-n2c(SCC(=O)c3ccccc3)nnc2-c2ccncc2)cc1` gave PRC2 inh -11 and IDH1 R132H inh 0.2.
`C[C@@H]1CN([C@@H](C)CO)C(=O)c2cc(-c3cccc(C(=O)N(C)C)c3)cnc2O[C@@H]1CN(C)C(=O)Cc1ccccn1` gave PRC2 inh -20 and IDH1 R132H inh 0.1.

Main list (from the top)
Screening C[C@H](CO)N1C[C@H](C)[C@H](CN(C)C(=O)Nc2ccc(C(F)(F)F)cc2)Oc2ccc(NC(=O)NC3CCCCC3)cc2CC1=O returned IDH1 R132H inh -0.1.
Screening C[C@@H]1CN([C@@H](C)CO)C(=O)c2cccc(NS(=O)(=O)c3ccc(F)cc3)c2O[C@H]1CN(C)C(=O)NC1CCCCC1 returned PRC2 inh 13 and IDH1 R132H inh -0.8.
Screening Cc1cc([N+](=O)[O-])ccc1NC(=O)CSc1nnnn1-c1ccccc1 returned PRC2 inh -28 and IDH1 R132H inh -0.2.
For CC(C)CC#Cc1ccc2c(c1)O[C@H](CN(C)C(=O)C1CC1)[C@@H](C)CN([C@H](C)CO)S2(=O)=O the results were PRC2 inh 2.
`COc1ccc(S(=O)(=O)N(C)CC(=O)Nc2c(F)cccc2F)cc1` gave PRC2 inh 2 and IDH1 R132H inh 0.0.
`C=C/C=C/[C@@H]1C(=C)CN2[C@H]1[C@H](Cc1ccccc1)OC(=O)C21CCCC1` gave PRC2 inh -4.
`CC(C)NC(=O)Nc1ccc2c(c1)C(=O)N([C@H](C)CO)C[C@@H](C)[C@@H](CN(C)Cc1ccc(Oc3ccccc3)cc1)O2` gave IDH1 R132H inh 0.0.
COc1ccc(S(=O)(=O)N(C)C[C@@H]2Oc3ccc(NS(=O)(=O)c4ccc(Cl)cc4)cc3C(=O)N([C@@H](C)CO)C[C@@H]2C)cc1 was read as IDH1 R132H inh 1.3.
`COc1ccc(-n2c(SCC(=O)c3ccccc3)nnc2-c2ccncc2)cc1` gave PRC2 inh -11 and IDH1 R132H inh 0.2.
`C[C@@H]1CN([C@@H](C)CO)C(=O)c2cc(-c3cccc(C(=O)N(C)C)c3)cnc2O[C@@H]1CN(C)C(=O)Cc1ccccn1` gave PRC2 inh -20 and IDH1 R132H inh 0.1.
Screening COc1ccc(CN(C)C[C@@H]2OCCCC[C@H](C)Oc3ccc(NS(=O)(=O)c4ccc(Cl)cc4)cc3C(=O)N([C@@H](C)CO)C[C@@H]2C)cc1 returned IDH1 R132H inh 0.4.
`CNC[C@H]1OCCCC[C@@H](C)Oc2ccc(NS(=O)(=O)c3ccc(F)cc3)cc2C(=O)N([C@@H](C)CO)C[C@@H]1C` gave PRC2 inh -2 and IDH1 R132H inh 2.4.
Screening Cc1cc(-c2ccccc2)nc(SCC(=O)Nc2ccc(I)cc2)n1 returned PRC2 inh 18 and IDH1 R132H inh 0.1.
C[C@H](O)C#Cc1ccc2c(c1)O[C@H](CN(C)CC1CC1)[C@@H](C)CN([C@@H](C)CO)S2(=O)=O was read as PRC2 inh -3 and IDH1 R132H inh 2.0.
Screening COc1cc(C2Oc3c(O)ccc([C@@H]4Oc5cc(O)cc(O)c5C(=O)[C@H]4O)c3C2CO)ccc1O (stereo not given in full) returned PRC2 inh 17 and IDH1 R132H inh 0.8.
Screening CSc1cc2c(cc1C(F)(F)F)N(C(=O)Nc1cccnc1)CC2 returned PRC2 inh 11 and IDH1 R132H inh -0.4.
CCS(=O)(=O)NCC[C@@H]1CC[C@@H](NC(=O)C2CCOCC2)[C@H](CO)O1 was read as PRC2 inh 5 and IDH1 R132H inh 0.4.
CC(=O)N[C@H]1C=C[C@H](CC(=O)NCC2CCCCC2)O[C@@H]1CO was read as PRC2 inh 4 and IDH1 R132H inh -0.1.
`COc1cccc(OC)c1C(=O)Nc1ccc(C(=O)NCC2CCCO2)cc1` (stereo not given) gave PRC2 inh 10 and IDH1 R132H inh 0.1.
`COc1ccc(NC(=O)Nc2ccc3c(c2)[C@H]2C[C@@H](CC(=O)N4CCN(C)CC4)O[C@H](CO)[C@H]2O3)cc1` gave PRC2 inh -5 and IDH1 R132H inh -0.9.
`COc1ccc(CN(C)C[C@@H]2Oc3c(NC(=O)C4CCCCC4)cccc3C(=O)N([C@@H](C)CO)C[C@@H]2C)cc1` gave PRC2 inh -7 and IDH1 R132H inh 0.3.
For CO[C@H]1CC[C@H]2CCN(C)C(=O)[C@@H](C)[C@H](OC)CN(C)C(=O)c3cccc(C#N)c3OC[C@H]1O2 the results were PRC2 inh 6 and IDH1 R132H inh -0.2.
CO[C@H]1CN(C)C(=O)c2cc(NC(=O)c3ccccc3)ccc2OC[C@H](C)N(C)C[C@@H]1C was read as PRC2 inh -8 and IDH1 R132H inh 0.0.
`Cc1cccc(-c2nnc(SCC(=O)Nc3ccc(Br)cc3F)o2)c1` gave PRC2 inh 9 and IDH1 R132H inh 0.2.
For C[C@@H]1CCCCO[C@H](CN(C)Cc2ccncc2)[C@@H](C)CN([C@H](C)CO)C(=O)c2cc(NC(=O)CCC(F)(F)F)ccc2O1 the results were PRC2 inh 10.
`C[C@@H]1CCCCO[C@H](CN(C)S(=O)(=O)c2cccs2)[C@@H](C)CN([C@H](C)CO)C(=O)c2cc(NC(=O)CCC(F)(F)F)ccc2O1` gave IDH1 R132H inh 4.5.
Screening CO[C@@H]1CN(C)C(=O)c2ccc(NC(=O)C3CCOCC3)cc2OC[C@H](C)N(C(=O)c2ccccc2)C[C@H]1C returned PRC2 inh 4 and IDH1 R132H inh 0.4.
`CC(C)CC#Cc1cnc2c(c1)C(=O)N([C@@H](C)CO)C[C@@H](C)[C@@H](CN(C)C(=O)c1ccccc1F)O2` gave PRC2 inh 23 and IDH1 R132H inh -0.1.
O=C(C[C@@H]1CC[C@H](NC(=O)C2CCOCC2)[C@H](CO)O1)Nc1nccs1 was read as PRC2 inh 2 and IDH1 R132H inh 0.2.
C[C@H]1CN([C@@H](C)CO)C(=O)c2cc(C3=CCCC3)cnc2O[C@H]1CN(C)C was read as PRC2 inh 0 and IDH1 R132H inh 1.2.
Screening C[C@H](NC(=O)C[C@H]1CC[C@H](NS(=O)(=O)c2cccc(F)c2)[C@H](CO)O1)c1ccccc1 returned PRC2 inh 6 and IDH1 R132H inh -0.2.
`Nc1ncnc2c1ncn2CCNCCc1ccccc1` gave PRC2 inh 8 and IDH1 R132H inh 0.1.
Screening COc1ccc(NC(=O)Nc2ccc3c(c2)C(=O)N([C@@H](C)CO)C[C@@H](C)[C@@H](CN(C)C(=O)Cc2ccccc2)OCCCC[C@@H](C)O3)cc1 returned IDH1 R132H inh 0.2.
Screening COc1ccc(CN(C)C[C@H]2Oc3ccc(NC(=O)CCCCCC(=O)Nc4ccccc4N)cc3C(=O)N([C@H](C)CO)C[C@H]2C)cc1 returned PRC2 inh -13.
For COc1cc(Cc2nccc3cc(OC)c(OC)cc23)c(NC(=O)c2cccc(Br)c2)cc1OC the results were PRC2 inh -1 and IDH1 R132H inh -0.6.
`COC(=O)C[C@H]1CC[C@@H](NC(=O)Nc2ccc(C(F)(F)F)cc2)[C@H](CO)O1` gave PRC2 inh 7 and IDH1 R132H inh -0.1.
Screening CCCN(C)C[C@@H]1Oc2cc(C#Cc3ccccc3OC)ccc2S(=O)(=O)N([C@@H](C)CO)C[C@@H]1C returned PRC2 inh -5 and IDH1 R132H inh -3.8.
Screening C[C@@H]1CN([C@H](C)CO)C(=O)c2cccc(NC(=O)c3nc4ccccc4s3)c2O[C@H]1CN(C)Cc1ccc(-c2ccccc2)cc1 returned IDH1 R132H inh -1.4.
`CCn1c(SCC(=O)Nc2ccc(Br)cc2Cl)nnc1-c1cccc([N+](=O)[O-])c1` gave PRC2 inh 11 and IDH1 R132H inh -0.3.
C[C@H](CO)N1C[C@H](C)[C@@H](CN(C)C(=O)Nc2ccc3c(c2)OCO3)Oc2ccc(NC(=O)Nc3ccc(F)cc3)cc2CC1=O was read as IDH1 R132H inh 0.2.
O=C(Nc1ccccc1[N+](=O)[O-])C1Cc2ccccc2CN1S(=O)(=O)c1ccc(F)cc1 (stereo not given) was read as PRC2 inh 6 and IDH1 R132H inh 0.8.
C[C@H]1CCCCO[C@H](CN(C)C(=O)c2ccccc2)[C@@H](C)CN([C@@H](C)CO)C(=O)c2cc(NS(=O)(=O)c3ccccc3)ccc2O1 was read as IDH1 R132H inh -0.7.
For COc1ccccc1-c1cnc2c(c1)C(=O)N([C@@H](C)CO)C[C@@H](C)[C@H](CN(C)Cc1ccncc1)O2 the results were IDH1 R132H inh 1.4.
For CO[C@@H]1CN(C)C(=O)c2cc(NS(C)(=O)=O)ccc2OC[C@H](C)N(Cc2ccccn2)C[C@@H]1C the results were PRC2 inh 1 and IDH1 R132H inh 0.1.
For C[C@@H]1CN([C@@H](C)CO)S(=O)(=O)c2ccc(C3=CCCCC3)cc2O[C@H]1CN(C)C(=O)C1CCOCC1 the results were PRC2 inh 1.
Screening O=C(NCc1ccccn1)C1CCCN(S(=O)(=O)c2ccccc2)C1 (stereo not given) returned PRC2 inh 3 and IDH1 R132H inh 0.0.
Screening COc1ccc(CN(C)C[C@H]2Oc3ccc(NC(=O)Cn4cnnn4)cc3CC(=O)N([C@@H](C)CO)C[C@@H]2C)cc1 returned PRC2 inh 7 and IDH1 R132H inh -0.7.
For C[C@@H]1CN([C@H](C)CO)C(=O)c2cc(NC(=O)Nc3ccccc3)ccc2O[C@@H](C)CCCCO[C@H]1CN(C)C(=O)c1ccccc1 the results were IDH1 R132H inh 2.5.
For C[C@@H]1CN([C@H](C)CO)C(=O)c2cc(NC(=O)Cn3cnnn3)ccc2O[C@@H]1CN(C)CC1CCCCC1 the results were IDH1 R132H inh 0.3.
Screening Cc1cc(C(=O)Nc2cccc3c2O[C@H](CN(C)Cc2ccccc2)[C@H](C)CN([C@@H](C)CO)C3=O)n(C)n1 returned PRC2 inh 6.
`Cc1ccc(-c2cc(C)nc(SCC(=O)Nc3ccc(F)cc3)n2)cc1` gave PRC2 inh 7 and IDH1 R132H inh 0.4.
For Cc1ccc(S(=O)(=O)Nc2ccc3c(c2)CC(=O)N([C@H](C)CO)C[C@@H](C)[C@H](CN(C)Cc2ccc(C(=O)Nc4ccccc4N)cc2)O3)cc1 the results were PRC2 inh -34.
COc1ccc(C(=O)Nc2ccc3c(c2)OC[C@@H](C)N(C(C)=O)C[C@H](C)[C@H](OC)CN(C)C3=O)cc1 was read as PRC2 inh 19 and IDH1 R132H inh 0.0.
For CCCC#Cc1ccc2c(c1)O[C@H](CN(C)C(=O)c1cnccn1)[C@H](C)CN([C@H](C)CO)S2(=O)=O the results were PRC2 inh 0 and IDH1 R132H inh 0.1.
Screening Cc1cc(Nc2ccccc2NC(=O)c2ccc([N+](=O)[O-])cc2)n(-c2ccccc2)n1 returned PRC2 inh 2 and IDH1 R132H inh -0.2.
For O=C(O)Cn1c(C(=O)Nc2nc(-c3ccccc3Cl)cs2)cc2ccccc21 the results were PRC2 inh 33 and IDH1 R132H inh -0.8.
CNC[C@@H]1Oc2cc(-c3cccc(F)c3)ccc2S(=O)(=O)N([C@@H](C)CO)C[C@H]1C was read as PRC2 inh -9 and IDH1 R132H inh 1.6.
Screening C[C@H]1CN([C@@H](C)CO)S(=O)(=O)c2ccc(C#CCN(C)C)cc2O[C@H]1CN(C)C(=O)C1CC1 returned PRC2 inh 5.
For O=C(Cn1ccc([N+](=O)[O-])n1)N1CCCc2ccccc21 the results were IDH1 R132H inh 1.6.
CN1C(=O)CS(=O)(=O)C1c1ccccc1 (stereo not given) was read as PRC2 inh 0.
C/C=C(/C)C(=O)O[C@@H]1C[C@@H](OC(=O)/C(C)=C\C)[C@](C)(CO)C2C3C(=O)C[C@@H](C)C2[C@]31C was read as IDH1 R132H inh 0.2.
Screening C[C@H]1CN([C@@H](C)CO)C(=O)Cc2cc(NS(=O)(=O)c3ccccc3)ccc2O[C@H]1CN(C)C(=O)Nc1ccc2c(c1)OCO2 returned IDH1 R132H inh -0.7.
COc1ccc(NC(=O)N(C)C[C@@H]2Oc3ccc(NS(=O)(=O)c4cn(C)cn4)cc3C(=O)N([C@H](C)CO)C[C@H]2C)cc1 was read as IDH1 R132H inh 1.9.
`C[C@@H]1CCCCO[C@@H](CN(C)C(=O)Nc2cccc3ccccc23)[C@H](C)CN([C@H](C)CO)C(=O)c2cc(NC(=O)Nc3ccc4c(c3)OCO4)ccc2O1` gave IDH1 R132H inh 3.6.
Screening C[C@@H]1CN([C@H](C)CO)C(=O)c2cccc(NC(=O)c3nc4ccccc4s3)c2O[C@H]1CN(C)C(=O)Nc1ccccc1 returned IDH1 R132H inh 1.1.
